BLM helicase inh – Bloom syndrome helicase (human) inhibition; recombinant BLM DNA unwinding, fluorescence dequenching; P54132; AID 2528; 350,000 tested, 0.2% active; Potency, µM (titrated, usually from 56.1 µM), for inactives: at the highest dose activity change, negative = inhibition, usual class: inhibitors;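 further: plate controls were vehicle for no effect and no enzyme for full effect; nearly all actives have a fitted effect of over 35% in size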
JMJD2A Tudor – blocks the human JMJD2A Tudor domain | Potency, µM (highest dose often 114 µM), inactives show at the highest dose activity change, negative = inhibition, hits mostly inhibitors | AlphaScreen JMJD2A-Tudor / H3K4me3 peptide binding | 390,000 tested, 4.4% active | AID 504339; further: on the % scale 0 is the no-effect control and ±100 the full control effect; nearly all actives have a fitted effect of over 50% in size
PGK inhibitor – blocks T. brucei phosphoglycerate kinase | Potency, µM (series often up to 57.5 µM), inactives show at the top dose activity change, negative = inhibition, usual class: inhibitors | PGK/GAPDH coupled, Kinase-Glo luminescence, 60 min | P07378 | 380,000 tested, 0.043% active; further: on the % scale 0 is the no-effect control and ±100 the full control effect; nearly all actives have a fitted effect of over 60% in size
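Recombinant glycosomal PGK reaction used 1,3-bisphosphoglycerate generated in-well by GAPDH (100nM final) in 100mM TEA pH 7.6, 5mM MgCl2, 0.01% Tween-20. After 60 minutes at room temperature, ATP was read by Kinase-Glo Plus luminescence end-point.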
G9a block – inhibitors of human histone lysine methyltransferase G9a. G9a H3K9 monomethylation, AlphaScreen, 2 h. Q96KQ7. AID 504332. 350,000 tested, 8.8% active. Potency, µM (top dose mostly 102 µM), for the others: at the highest dose activity, negative = inhibition, usual class: inhibitors; further: on the % scale 0 is the no-effect control and ±100 the full control effect; nearly all actives have a fitted effect of over 75% in size
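Compounds were preincubated with 20 nM G9a for 15 min, after which biotinylated H3K9 peptide (500 nM) and SAM (20 uM) started a 2 h room-temperature reaction. Monomethylated product was quantified by antibody-based AlphaScreen chemiluminescence.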
Pin1 inh – human Pin1 inhibition. 390,000 tested, 0.009% active. AID 504891. Q13526. Potency, µM (series often up to 115 µM), without a hit: at the top dose activity, negative = inhibition, most hits filed as inhibitors. Pin1 FP peptide displacement, HiFluor488, 10 min; active means well fitted inhibition curve with a large enough effect in the polarisation, with a control signal flat, not every such curve was filed as active; inconclusive means small, poorly fitted or top-dose-only effect, or effect the other way, or a change in a side signal; inactive means no such curve, though single readings can be large or run the other way; the % refers to the polarisation; further: on the % scale 0 is the no-effect control and ±100 the full control effect
GLS inhibitor – inhibitors of human glutaminase (GLS) | O94925 | GLS enzymatic activity, qHTS titration | Potency, µM (top dose mostly 45.5 µM), without a hit: top-dose activity change, negative = inhibition, most hits filed as inhibitors | 410,000 tested, 0.21% active; further: on the % scale 0 is the no-effect control and ±100 the full control effect
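Enzyme dispensed in phosphate buffer (45 mM, pH 8.2, 0.02% Tween-20), compounds pinned in, then 1 mM L-glutamine solution and the glutamate oxidase–HRP–Amplex Red mix added; fluorescence read immediately and again after 30 min at room temperature.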
HP1b chromo inh – inhibitors of HP1-beta chromodomain binding to methylated histone tails | P83916 | AID 540317 | 390,000 tested, 0.56% active | AlphaScreen HP1-beta / biotin-H3K9me3 peptide binding | Potency, µM (series often up to 114 µM), for the others: at the top dose activity change, negative = inhibition, actives largely listed as inhibitors; further: nearly all actives have a fitted effect of over 70% in size; inactives centre near 23
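Compound inhibition of the preformed complex between 50 nM HP1-beta and 50 nM biotinylated H3K9me3 peptide was read by AlphaScreen. Buffer was PBS pH 7.4 with 0.01% Tween-20. Incubations ran 30 min at room temperature, with 10 ug/mL donor/acceptor beads.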
Pol iota inh – blocks human DNA polymerase iota activity. Pol iota fluorescent replication assay, 10 min. Q9UNA4. Potency, µM (top dose mostly 115 µM), inactives show at the highest dose activity, negative = inhibition, actives largely listed as inhibitors. 390,000 tested, 1% active
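Pol iota at 10 nM preincubated 15 min with compounds at room temperature; reaction started with fluorescent substrate, 50 nM final. Fluorescence read kinetically at 0 and 10 min; buffer-only wells as negative control.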
BAZ2B inh – inhibitors of human BAZ2B bromodomain. Q9UIF8. AlphaScreen BAZ2B-H3K14Ac peptide displacement. Potency, µM (titrated, usually from 114 µM), inactives show top-dose activity change, negative = inhibition, hits mostly inhibitors. 360,000 tested, 4.4% active. AID 504333; further: on the % scale 0 is the no-effect control and ±100 the full control effect; nearly all actives have a fitted effect of over 60% in size
Target sequence (Q9UIF8 whole entry, looked up): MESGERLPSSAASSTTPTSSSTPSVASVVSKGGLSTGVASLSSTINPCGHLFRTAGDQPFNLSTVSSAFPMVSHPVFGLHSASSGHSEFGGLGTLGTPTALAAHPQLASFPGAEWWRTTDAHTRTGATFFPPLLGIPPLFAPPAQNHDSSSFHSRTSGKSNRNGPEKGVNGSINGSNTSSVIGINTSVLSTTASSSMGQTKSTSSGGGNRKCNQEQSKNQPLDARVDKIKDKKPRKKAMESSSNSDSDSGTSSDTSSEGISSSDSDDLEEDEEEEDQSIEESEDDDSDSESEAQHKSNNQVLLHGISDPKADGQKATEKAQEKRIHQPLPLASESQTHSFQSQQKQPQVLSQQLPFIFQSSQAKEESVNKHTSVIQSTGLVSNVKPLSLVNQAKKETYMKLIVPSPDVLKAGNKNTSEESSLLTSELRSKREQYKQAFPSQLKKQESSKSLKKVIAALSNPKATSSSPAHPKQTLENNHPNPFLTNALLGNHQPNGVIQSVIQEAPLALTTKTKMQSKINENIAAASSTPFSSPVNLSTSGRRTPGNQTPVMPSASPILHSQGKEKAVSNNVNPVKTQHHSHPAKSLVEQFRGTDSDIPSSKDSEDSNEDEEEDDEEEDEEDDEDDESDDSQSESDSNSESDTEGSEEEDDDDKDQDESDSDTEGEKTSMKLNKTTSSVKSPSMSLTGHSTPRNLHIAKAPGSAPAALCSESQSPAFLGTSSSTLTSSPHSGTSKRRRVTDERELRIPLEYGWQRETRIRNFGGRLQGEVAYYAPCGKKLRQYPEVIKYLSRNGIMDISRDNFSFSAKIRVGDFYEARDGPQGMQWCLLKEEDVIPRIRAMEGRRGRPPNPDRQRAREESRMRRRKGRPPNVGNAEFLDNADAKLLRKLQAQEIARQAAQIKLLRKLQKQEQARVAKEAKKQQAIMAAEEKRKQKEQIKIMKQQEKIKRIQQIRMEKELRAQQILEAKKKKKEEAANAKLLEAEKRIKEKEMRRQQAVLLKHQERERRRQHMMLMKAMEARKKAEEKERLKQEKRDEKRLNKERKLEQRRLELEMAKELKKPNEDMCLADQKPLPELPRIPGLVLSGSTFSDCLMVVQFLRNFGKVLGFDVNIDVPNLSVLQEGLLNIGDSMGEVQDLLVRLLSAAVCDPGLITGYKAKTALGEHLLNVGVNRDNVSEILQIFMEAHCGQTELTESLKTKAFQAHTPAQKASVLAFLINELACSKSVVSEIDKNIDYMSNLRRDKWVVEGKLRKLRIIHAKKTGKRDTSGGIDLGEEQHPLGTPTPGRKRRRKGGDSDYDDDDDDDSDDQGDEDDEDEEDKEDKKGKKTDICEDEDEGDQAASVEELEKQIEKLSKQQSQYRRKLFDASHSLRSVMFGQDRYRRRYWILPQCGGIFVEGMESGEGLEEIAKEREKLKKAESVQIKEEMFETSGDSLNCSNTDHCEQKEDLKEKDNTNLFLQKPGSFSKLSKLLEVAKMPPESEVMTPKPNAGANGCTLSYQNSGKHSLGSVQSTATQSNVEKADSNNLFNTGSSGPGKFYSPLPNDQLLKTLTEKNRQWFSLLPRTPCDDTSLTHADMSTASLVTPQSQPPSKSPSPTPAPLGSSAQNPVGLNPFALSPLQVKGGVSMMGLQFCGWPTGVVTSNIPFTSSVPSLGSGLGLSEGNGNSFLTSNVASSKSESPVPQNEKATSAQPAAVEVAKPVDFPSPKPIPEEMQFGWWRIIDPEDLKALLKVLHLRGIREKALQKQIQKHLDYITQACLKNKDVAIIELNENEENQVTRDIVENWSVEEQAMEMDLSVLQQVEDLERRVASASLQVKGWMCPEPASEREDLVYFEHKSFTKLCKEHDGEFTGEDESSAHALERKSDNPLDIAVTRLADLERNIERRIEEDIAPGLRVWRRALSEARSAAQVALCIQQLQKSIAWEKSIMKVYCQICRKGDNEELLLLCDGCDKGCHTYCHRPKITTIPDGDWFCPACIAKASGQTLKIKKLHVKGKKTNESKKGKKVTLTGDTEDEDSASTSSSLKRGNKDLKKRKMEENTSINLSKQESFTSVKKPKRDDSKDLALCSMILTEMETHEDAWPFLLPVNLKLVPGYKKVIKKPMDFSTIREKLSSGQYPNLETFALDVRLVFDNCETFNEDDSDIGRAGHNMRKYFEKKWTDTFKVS
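In this displacement format the biotinylated H3(5-23) peptide acetylated at Lys14 serves as ligand at 50 nM, with BAZ2B at 50 nM in PBS pH 7.4 containing 0.01% Tween-20. Donor and acceptor beads are 10 ug/mL final.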
The depositor's hits bear a star; i = inactive; ? = inconclusive; · = not tested or not shown; & = joins results of further samples; [ ] = remark or other dose. Unless noted, the call rests on the fitted dose curve; in most records, active means well fitted curve in the direction sought with a large enough effect; inconclusive means small, poorly fitted or top-dose-only effect, or another doubt; inactive means no such curve, though single readings can be large; an effect the other way counts as inactive or inconclusive. Potency means the concentration at half of the fitted maximal effect. The list is partial (hit frequency here may not be typical).

SMILES	BLM helicase inh	JMJD2A Tudor	PGK inhibitor	G9a block	Pin1 inh	GLS inhibitor	HP1b chromo inh	Pol iota inh	BAZ2B inh
O=C(/C=C/c1ccco1)Nc1ccc(CN2CCOCC2)cc1	-2%	-17%	-9%	·	2%	-1%	31%	?	?
Cc1ccc2nc(-c3ccc(NC(=S)NCC(C)(C)CN(C)C)cc3)sc2c1	·	-4%	-5%	·	1%	-1%	46%	42%[activator]	·
Cc1ccc(C2NC(=O)NC(O)(C(F)(F)F)C2C(=O)c2cccs2)o1 (stereo not given)	-9%	-12%	-5%	8%[59 µM]	-1%	-17%	-4%	24%	11%
COc1ccccc1Nc1nn2c(=O)c3ccc(C(=O)N4CCC(C)CC4)cc3nc2s1	-6%&-10%	-18%&-27%	4%	24%	14%&13%	3%&-5%	24%&-7%	?	-14%[57.1 µM]
CCCCCN(C(=O)COC(=O)c1ccc(C)cc1)c1c(N)n(CCCC)c(=O)[nH]c1=O	·	-16%	10%	-2%[12.7 µM]	6%	-1%	39%[activator]	-3%	-5%
Cc1cc(C(=O)N2CCC(C(=O)O)CC2)c(C)o1	-2%	12%	-4%	-6%	-3%	2%	12%	-6%[58.9 µM]	0%
CCCCN1C(=N)N([C@@H](CCC)CN2CCC[C@H]2CN2C(N)=NC[C@@H]2Cc2ccccc2)C[C@H]1[C@H](C)CC	·	?	-16%	·	-8%	8%	17%	6%	·
CN(CC(=O)Nc1ccc(F)c(F)c1F)C(=O)CCCc1nc2ccccc2c(=O)[nH]1	·	-9%	-5%	24%[12.7 µM]	2%	9%	40%[activator]	-11%	13%
COc1ccc(Cl)cc1C(=O)C1CCCN(Cc2cnc(N3CCOCC3)s2)C1 (stereo not given)	1%	14µM*	5%	-25%	-3%	0%	?	27%	-31%
Cc1cccc(-n2c(C)cc(/C=C3\NC(=O)NC3=O)c2C)c1	-3%	-27%	0%	45µM*	6%	-16%	-3%	54%[activator]	?
Cn1c(=O)c(C#N)c(-c2ccccc2)n2cnnc12	-1%	-8%	6%	1%	0%	1%	21%	-25%	5%
Cc1ccc(NC(=O)Cn2nnc3sc(-c4ccccc4)cc3c2=O)cc1Cl	-1%	-10%	·	6%[59 µM]	?	-1%	30%	6%	-15%
CC(=O)c1ccc(NC(=S)Nc2cccc(S(=O)(=O)Nc3c(C)n(C)n(-c4ccccc4)c3=O)c2)cc1	0%	-22%	-3%	?	4%	-27%	16%	100%[activator]	·
Cc1ccccc1-c1nc(CS(=O)(=O)CC(=O)NC2CCCCC2C)c(C)o1 (stereo not given)	-5%	-14%	0%	-26%	1%	-2%	54%[activator]	21%	-10%[57.1 µM]
COc1ccc(NC(=O)NCCCN2CCc3ccccc3C2)cc1	-6%	-23%	7%	?	-6%	18%	26%	2%	4%
COc1ccccc1N1CCN(C(CNS(=O)(=O)c2cc(F)ccc2F)c2cccnc2)CC1 (stereo not given)	-4%	?	-4%	?	0%	28%	2%	22%	-2%
CN(C)C(=O)c1ccc(NC(=O)c2ccccc2Sc2ccccc2C#N)cc1	2%	-10%	-3%	?	9%	-3%	31%	22%	-5%
CC(OC(=O)c1cc2ccccc2cc1O)C(=O)Nc1ccc(S(N)(=O)=O)cc1 (stereo not given)	-3%	-15%	-4%	·	34%[activator]	5%	21%	-16%	-5%
COc1cc2oc(-c3ccc(O)cc3)cc(=O)c2c(OC)c1O	0%	-3%	-9%	?	-1%	4%	4%	-8%	-31%
CCCS(=O)(=O)NCCc1cc2ccc(C)cc2[nH]c1=O	-9%	-11%	·	-5%[59 µM]	1%	7%	21%	1%	2%
CC(C)CN(C(=O)C1CC1)C1CCS(=O)(=O)C1 (stereo not given)	·	-1%	-10%	-5%	-9%	0%	4%	47%[activator]	10%
COc1ccccc1NC(=O)N1CCCC(CNC(=O)c2ccccc2Cl)C1 (stereo not given)	-1%	-2%	-8%	1%[0.0925 µM]	-2%	6%	21%	2%	-1%
C#CCNC(=O)C1=C[C@@H](c2ccccc2)C[C@@H](OCc2ccc(CO)cc2)O1	-10%	-24%	-1%	4%[12.7 µM]	10%	3%	2%	38%[activator]	-11%
N#Cc1ccccc1OCC(=O)Nc1ccccc1C(=O)NC1CC1	·	4%	-7%	12%[0.501 µM]	-3%	-17%	18%	?	0%
COc1ccc(N(CC(=O)N2CCN(c3ccccc3)CC2)S(=O)(=O)c2c(C)nn(C)c2C)cc1	1%	-9%	1%	-2%[59 µM]	-4%	15%	27%	1%	·
SMILES	BLM helicase inh	JMJD2A Tudor	PGK inhibitor	G9a block	Pin1 inh	GLS inhibitor	HP1b chromo inh	Pol iota inh	BAZ2B inh
Cc1onc(-c2ccccc2)c1C(=O)NN1CCOCC1	·	-1%	3%	·	-3%	6%	34%	25%	·
O=C(CSc1cn(CCNC(=O)c2ccc3ccccc3c2)c2ccccc12)NCc1ccco1	-5%	-19%	4%	?	10%	2%	15%	18%	-27%
O=C(O)c1cc(S(=O)(=O)NCC2COc3ccccc3O2)ccc1Cl (stereo not given)	·	-11%	-3%	·	0%	4%	9%	6%	·
c1ccc(CSc2ncnc3c2cnn3-c2ccccc2)cc1	-6%	-1%	3%	?	1%	1%	26%	17%	136%[activator]
O=C(CSc1nnc(-c2ccccc2Br)o1)N1CCOCC1	-2%	-8%	-4%	16%	-5%	0%	8%	28%	6%
Cc1ccc(CSCCNC(=O)/C=C/c2ccc(Cl)cc2)cc1	1%	-26%	0%	-34%[59 µM]	-5%	-16%	15%	6%	-2%
O=C(NCc1ccccc1)c1cccc2c1C(=O)c1ccc(/C=C/c3ccccc3)cc1S2(=O)=O	·	-29%	-12%	·	?	-2%	39%	-6%	·
CC(C)N(C(=O)[C@H]1CC(CC(=O)NCC23CC4CC(CC(C4)C2)C3)C(=O)N2CCc3c([nH]c4ccccc34)[C@]12C)C(C)C (stereo not given in full)	·	?	-6%	·	-2%	6%	-12%	-22%	·
COC(=O)c1ccc2c(c1)N(Cc1cc(C)ccc1C)C(=O)c1ccccc1S2	-6%	-12%	-8%	-3%[59 µM]	-1%	-5%	24%[57 µM]	18%	-16%
CC[n+]1ccccc1/C=C/c1ccc(N(C)C)cc1	3%	?	i	28µM*	?	42%[activator]	-1%	?	?
O=C(NNC(=O)c1ccc(F)c(S(=O)(=O)N2CCOCC2)c1)c1ccc([N+](=O)[O-])cc1	·	-4%	-5%	9%[0.501 µM]	-3%	28%	30%	-4%	-2%
CNc1nc(Nc2ccc(Br)cc2)nc(N)c1[N+](=O)[O-]	-12%	-3%	-6%	17%[59 µM]	-5%	5%	23%	?	6%
CCN(CC)C(=O)c1sc2c(c1C)c(=O)n(-c1ccc(OC)cc1OC)c(=O)n2Cc1cc(C)ccc1C	-10%	?	7%	-29%[59 µM]	2%	1%	7%	1%	?
CCOC(=O)C1(CC2CCCCO2)CCN(C(=O)Nc2cccc(SC)c2)CC1 (stereo not given)	-7%	?	-7%	-7%	-1%	7%	?	82%[activator]	-5%
COc1ccc(OC)c(CC(NC(C)=O)C(=O)NC2CCN(C(=O)c3cccc(C)c3)CC2)c1 (stereo not given)	0%	13%	-4%	-7%	0%	-21%	30%	84%[activator]	0%
COc1cc(CCC(=O)OCC(=O)c2ccc[nH]2)cc(OC)c1OC	·	-19%	-10%	?	-1%	6%	5%	-30%	-4%
O=C(/C=C/c1ccco1)N(Cc1ccccc1)C1CCS(=O)(=O)C1 (stereo not given)	-12%	-15%	-4%	35µM*	1%	-10%	26%	?	-28%
C(/CCc1ccccc1)=N\Nc1nc2ccccc2[nH]1	-5%	?	-4%	?	7%	1%	2%	-2%	?
O=C1C(Cl)=C(Nc2ccc(F)cc2)C(=O)N1CCc1ccccc1	-3%	-16%	1%	-13%[59 µM]	?	2%	0%	58%[activator]	8%
CC(=O)c1ccc(S(=O)(=O)N2CCCCC2C(=O)O)cc1 (stereo not given)	-2%	-10%	8%	-30%	-1%	3%	27%	-17%	-21%
CCOc1cccc(NC(=O)c2ccc(F)c(S(=O)(=O)N(CC)c3cccc(C)c3)c2)c1	-6%	5%	5%	16%[59 µM]	1%	8%	29%	-7%	9%
O=c1cc(-c2ccccc2)[nH]n1-c1nc2ccccc2[nH]1	-17%	56µM*	0%	-53%	?	51%[activator]	20%	3%	28µM*
Cc1ccc(NC(=O)C(C)N2C(=O)c3ccccc3C2=O)cc1C (stereo not given)	-2%	-22%	i	·	-5%	-2%	28%	-7%	5%
Cc1cccc2c1CC(C)(C)N/C2=C\C(N)=O	-4%	-14%[57.1 µM]	1%	?	-12%	-3%	4%	9%	-4%
Cc1cc(C)n(-c2ccnc3cc(Cl)ccc23)n1	-2%	6%	-5%	17%	3%	-11%	39%[activator]	?	3%
CC1CCCCN1C(=O)NC1CC(=O)N(c2ccc3c(c2)OCCO3)C1 (stereo not given)	·	-10%	5%	1%	-3%	15%	13%	24%	-3%
CC(C)NC1=C(Cl)C(=O)c2ccccc2C1=O	-9%	40µM*	-8%	20µM*	1%	-3%	16µM*	?	25µM*
O=C(O)C1CC=CCC1C(=O)Nc1ccccc1C(=O)N1CCN(c2ccc(Cl)cc2)CC1 (stereo not given)	-8%	-11%[11.4 µM]	2%	3%	4%	0%	33%	37%[activator]	-25%

Sorted by molar mass (falling): some entries from above.
SMILES	BLM helicase inh	JMJD2A Tudor	PGK inhibitor	G9a block	Pin1 inh	GLS inhibitor	HP1b chromo inh	Pol iota inh	BAZ2B inh
O=C(NNC(=O)c1ccc(F)c(S(=O)(=O)N2CCOCC2)c1)c1ccc([N+](=O)[O-])cc1	·	-4%	-5%	9%[0.501 µM]	-3%	28%	30%	-4%	-2%
CCCCCN(C(=O)COC(=O)c1ccc(C)cc1)c1c(N)n(CCCC)c(=O)[nH]c1=O	·	-16%	10%	-2%[12.7 µM]	6%	-1%	39%[activator]	-3%	-5%
O=C(O)c1cc(S(=O)(=O)NCC2COc3ccccc3O2)ccc1Cl (stereo not given)	·	-11%	-3%	·	0%	4%	9%	6%	·
Cc1ccc(C2NC(=O)NC(O)(C(F)(F)F)C2C(=O)c2cccs2)o1 (stereo not given)	-9%	-12%	-5%	8%[59 µM]	-1%	-17%	-4%	24%	11%

Screening results from PubChem.
